H37Rv inhibition: M. tuberculosis growth inhibition, HTS (AID 449762); M. tuberculosis H37Rv growth inhibition, 7H9 media; higher % means a stronger effect; inhibition, % at 25 µM, or IC50 in µM where a hit was titrated; 330,000 tested, 0.59% active; in the data active means a potency from the dose series; inconclusive means inhibition above about 70% without an active follow-up result;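 further: bacterial growth assessed after seven days of incubation; strong numbers were not always called active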
M. tuberculosis: growth inhibition of non-replicating M. tuberculosis (AID 488890). Mycobacterium tuberculosis non-replicating, growth inhibition; higher % means a stronger effect. one-dose inhibition, % at 25 µM; IC50 in µM for titrated hits. 320,000 tested, 0.39% active; in the data active means a potency from the dose series; inconclusive means inhibition mostly from about 82% at the one dose, without a potency; inactive means the rest, 99 in 100 with inhibition below about 76%;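 further: plate controls were DMSO cells for no effect and high antibiotic wells for full effect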
influenza NS1A: H1N1 influenza NS1A inhibitors, functional cell based assay (AID 504329); one-dose inhibition, % at 12.5 µM; IC50 in µM for titrated hits; NS1A functional cell-based assay, percent inhibition; higher % means a stronger effect; 340,000 tested, 0.3% active; in the data active means a potency from the dose series; inconclusive means inhibition above about 27% without an active follow-up result; further: strong numbers were not always called active
VEEV TC-83 Vero: inhibitors of VEEV TC-83 cytopathic effect, confirmation, Vero cells (AID 588727) | inhibition, % at 20 µM; hits with a dose series show IC50 in µM | 350,000 tested, 0.13% active | Vero cells, VEEV TC-83 cytopathic effect inhibition; higher % means a stronger effect; in the data active means a potency from the dose series; inconclusive means inhibition mostly from about 14% at the one dose, without a potency; inactive means the rest, 99 in 100 with inhibition below about 12%; further: strong numbers were not always called active
PhoP GFP inhibition: PhoP regulon inhibitors, Salmonella typhi PhoP promoter GFP reporter, confirmatory (AID 1850); Salmonella Typhi PhoP-promoter GFP reporter, fluorescence, 4 h; higher % means a stronger effect; inhibition, % at 50 µM; hits with a dose series show IC50 in µM; 310,000 tested, 0.33% active; in the data active means a potency from the dose series; inconclusive means inhibition mostly from about 25% at the one dose, without a potency; inactive means the rest, 99 in 100 with inhibition below about 19%;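 further: 0% = induced wells with vehicle and 100% = uninduced wells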
VEEV TC-83 Vero 10K pilot screen: further read-out of VEEV TC-83 Vero, marked with its call; inhibition, %; measured here: 10K pilot screen inhibition
Starred values were filed as active, the others as inactive; i = inactive; ? = inconclusive; · = not tested or not shown; & = joins results of further samples.

SMILES	H37Rv inhibition	M. tuberculosis	influenza NS1A	VEEV TC-83 Vero	PhoP GFP inhibition	others
O=C(CN1C(=O)CSc2ccc(S(=O)(=O)N3CCCCC3)cc21)NCc1ccccc1	8%	13%	-9%	0.7%	-22%
Nc1[nH]c(=O)nc(Nc2ccccc2)c1N=O	-2%	-5%	-21%	0.6%	1%
O=C(CN1CCCCC1)N1CCCc2ccccc21	-3%	0%	-2%	i	-5%
Clc1ccccc1CN1CCc2sccc2C1	1%&8%	-1%&-16%	-2%&-4%	1.5%	11%&-19%
Cc1ccc(CNC(=O)C2CCCN(S(=O)(=O)c3ccc(-n4cnnn4)cc3)C2)cc1 (configuration not stated)	4%	1%	0%	0.6%	15%
Cc1ccnc(SCC(=O)c2cccs2)n1	3%	9%	2%	i	2%
O=C(CCl)N(O)c1ccc(C=Cc2ccccc2)cc1	·	·	-5%	?	·
Cc1ccc(C(=O)CSc2nc3ccc(C(=O)NCCN4CCCCC4)cc3c(=O)[nH]2)cc1	-9%	27%	1%	1.6%	14%
Cc1cccc(-n2c(Cc3cc(=O)[nH]c(=O)[nH]3)nnc2SC(C)C)c1	-1%	·	13%	0.8%	-2%
CC(C)(C)C(=O)Nc1ccc(C(=O)N/N=C/c2ccccc2OC(=O)c2ccc(Cl)cc2Cl)cc1	1%	50%	-19%	5.6%	8%
COc1cccc(C(=O)/C=C2\Sc3ccccc3N2C)c1	92%	18%	-29%	11%	-10%
O=C(CN1CCC(NC(=O)c2ccco2)CC1)Nc1cccc2ccccc12	0%	-3%	1%	i	1%
O=C(NCc1cc(C(F)(F)F)ccc1Cl)c1cccc2c1C(=O)c1ccc(Cl)cc1S2(=O)=O	1%	2%	·	·	·
COc1ccc(-c2nc(N)ncc2-c2ccc(OC)c(OC)c2)c(O)c1	-1%	-1%	0%	7.5%	10%
CCCc1cc(=O)[nH]c(SCC(=O)Nc2cc(S(=O)(=O)N3CCCCC3)ccc2Cl)n1	·	·	-14%	2.5%	·
CCCCCCCC1CC(CSc2ncn[nH]2)OC1=O (configuration not stated)	-14%	·	6%	0.4%	-12%
COc1ccc2c(c1)cc1c(=O)n(CC(=O)NCCCOC(C)C)nc(C)n12	7%	-13%	22%	i	1%
C=CCn1c(CCNC(=O)c2ccccc2F)nnc1SCC(=O)Nc1ccc(OC)cc1	-6%	0%	-4%	0.1%	1%
COc1ccc(C(c2sc3nc(C)nn3c2O)N2CCC(C(N)=O)CC2)cc1OC (configuration not stated)	-5%	14%	-5%	1.2%	11%
CCCCn1c(=N)n(CC(=O)c2ccc(Br)s2)c2ccccc21	13%	58%	22%	8.2%	51µM*
C(=N\N1CCN(c2ccccc2)CC1)/c1ccccc1	-11%	4%	3%	2.2%	8%
CCCNS(=O)(=O)c1cc2c3c(c1)C(C)C(=O)N3CCC2 (configuration not stated)	8%	0%	2%	1.5%	9%
O=C(CNC(=O)c1cccs1)OCC(=O)c1ccccc1Cl	-1%	2%	0%	1.1%	-4%
CCCCn1c(N)c(N(CC(C)C)C(=O)c2cc(-c3ccc(OC)cc3)nc3ccccc23)c(=O)[nH]c1=O	·	·	-11%	i	·
Cc1ccc(CC(NC(=O)c2ccccc2)C(=O)NC(C)C(=O)O)cc1 (configuration not stated)	-1%	-9%	6%	0.2%	-2%
CS(=O)(=O)c1ccc(-c2sc3ccccc3c2C(=O)N2CCN(c3ccc(F)cc3)CC2)cc1	-2%	24%	9%	i	·
O=[N+]([O-])c1cc(Cl)c(Cl)c(Cl)c1Cl	-6%	-3%	9%	1.2%	·
CCC(=O)N/N=C/c1ccc(-c2ccc(Cl)cc2)o1	?	8.4µM*	13%	1.0%	-4%
CCOC(=O)C1Cn2c(nc3c(c2=O)C(C)(CC)Cc2ccccc2-3)S1 (configuration not stated)	5%	9%	11%	i	-4%
COc1ccc(NC(=O)CCC(=O)OCc2ccc(C(=O)Oc3ccc(Cl)cc3)cc2)cc1	-10%	-12%	1%	i	8%
O=C(C1c2ccccc2C(=O)N2CCc3ccccc3C12)N1CCN(Cc2ccccc2)CC1 (configuration not stated)	3%	2%	-2%	3.1%	2%
CC(Sc1nc(N)cc(N)n1)C(=O)NCCC1=CCCCC1 (configuration not stated)	4%	9%	-1%	i	·
CN(C)N1C(N)=C(C#N)C(c2ccsc2)C2=C1CCCC2=O (configuration not stated)	-5%	-9%	-4%	0.9%	-5%
CN(CC(=O)Nc1ccc(Cl)c(C(F)(F)F)c1)C(=O)CCCNC(=O)c1ccc(Cl)cc1	7%	37%	0%	5.3%	·
Cc1ccc2nc(-c3sc4nc(C)cc(C)c4c3N)[nH]c2c1	-14%	13%	-16%	7.2%	-6%
CCc1cc(C(=O)c2ccccc2OC)c(N)s1	4%	-14%	-3%	i	18%
Cc1ccccc1OCC(=O)Nc1ccccc1C(=O)NC1CC1	-6%	25%	-2%	10%	9%
COc1ccc(CCNC(=O)CSc2nnc(CNc3ccc(Cl)cc3)o2)cc1OC	-7%	28%	-11%	i	-2%
Cn1nc(-c2ccccc2)c(-c2nc(-c3cccc(C(F)(F)F)c3)no2)c1Cl	-1%	-9%	3%	0.7%	0%
O=C(N/N=C/c1ccco1)c1ccncc1	?	·	1%	1.1%	6%
COc1ccc(OCC(O)CNC(=O)Nc2ccc(C(C)(C)C)cc2)cc1 (configuration not stated)	8%	20%	13%	i	6%
CCc1ccc(NC(=O)C(C)n2nc(C)c([N+](=O)[O-])c2C)cc1 (configuration not stated)	?	34%	7%	i	2%
COc1ccc(-c2nnc3c4ccccc4c(C)nn23)cc1	0%	35%	1%	i	-10%
O=C(CCl)Nc1ccccc1Sc1ccccc1	?	?	0%	?	1%
COc1ccc(NS(=O)(=O)c2cccc(C(=O)NN=C(C)c3ccco3)c2)cc1	6%	46%	-7%	1.7%	·
O=C(CSc1nc2c(cnn2-c2ccccc2)c(=O)[nH]1)N1CCCCC1	4%	7%	2%	2.7%	0%
COc1ccccc1NC(=O)CCCNC(=O)Cn1cnc2sc(C)c(C)c2c1=O	-5%	-8%	-11%	2.6%	-7%
O=C(COc1ccccc1F)NC12CC3CC(CC(C3)C1)C2	7%	?	-14%	i	3%
Nc1cc(N)nc(SCC(=O)NNC(=O)Cc2ccccc2)n1	1%	1%	0%	i	3%
O=C1CSC(c2ccc([N+](=O)[O-])cc2)N1Cc1ccccc1 (configuration not stated)	2%	-7%	5%	i	-3%
CC(C)CCn1c(=O)[nH]c2ccccc21	-2%	-4%	-6%	i	-2%
O=C(COc1ccc2ccccc2c1)Nc1ccc2c3c(cccc13)CC2	1%	8%	-18%	0.8%	-1%	VEEV TC-83 Vero 10K pilot screen=0.3
C[C@H]1[C@@H](OS(=O)(=O)O)C[C@@H]2C[C@H]([C@@H](O)c3cc(=O)[nH]c(=O)[nH]3)NC3=NC[C@H]1N32	·	·	-10%	9.8%	·
O=C1c2ccccc2-c2onc3ccc(Oc4ccccc4)c1c23	5.6µM*	?	12%	?	-20%
CCn1cc(C(=O)O)c(=O)c2cnc(N3CCN(C(=S)NC(=O)c4ccccc4)CC3)nc21	16%	58%	-10%	0.2%	0%
CN(C)c1ccc(/C=C/C(=O)c2cccc(Br)c2)cc1	35%	78%	-62%	2.2%	-39%
Cc1ccc([N+](=O)[O-])cc1NC(=S)NC(=O)c1c(Cl)cnn1C	·	·	-6%	6.8%	·
COc1cc(/C=C(\NC(=O)c2cc(OC)c(OC)c(OC)c2)C(=O)NC(C(=O)O)c2ccccc2)cc(OC)c1OC (configuration not stated)	-10%	7%	-5%	0.1%	-7%
O=C(Nc1cccnc1)c1c(F)c(F)c(F)c(F)c1F	9%	18%	-10%	i	2%
CC(=O)c1ccc(Oc2cc(C)nc(N3CCOCC3)n2)cc1	-2%	-12%	-5%	2.7%	4%
Additional structures follow.
SMILES	H37Rv inhibition	M. tuberculosis	influenza NS1A	VEEV TC-83 Vero	PhoP GFP inhibition	others
O=C(Nc1cc(F)ccc1F)C1CCCN1S(=O)(=O)c1cccc2nsnc12 (configuration not stated)	-4%	7%	-4%	0.9%	1%
O=C(Cn1cnc2ccccc2c1=O)NCCC(=O)Nc1ccc(F)cc1	-3%	-23%	9%	i	13%
CCC(C)(C)NC(=O)C(c1ccc(OC)cc1)N(C(=O)CCC(=O)Nc1cc(C)on1)c1ccc(OC)cc1OC (configuration not stated)	-5%	8%	-4%	0.1%	8%
Cc1ccc(S(=O)(=O)N2CCC(C(=O)N3CCN(Cc4ccccc4)CC3)CC2)cc1	-6%	15%	4%	0.5%	3%
Cc1cc(C)nc(Nc2cc([N+](=O)[O-])ccc2C)n1	-2%	32%	12%	1.2%	3%
Cc1ccc(NC(=S)N2CCC(NC(=O)c3ccc(F)cc3)CC2)cc1C	5%	2%	9%	i	-21%
Cc1ccc(NC(=O)C(=O)NCCCN2CCCC2=O)cc1	4%	-5%	10%	1.1%	-4%
CCN(CC(=O)Nc1cccc(C(C)=O)c1)S(=O)(=O)c1ccc(C)cc1	-2%	-7%	0%	0.5%	6%
NC(=O)c1cccc(NC(=O)Nc2ccc(Cl)cc2)c1	1%	-5%	3%	0.1%	-8%
Cc1ccc2c(c1)COc1c3ccc(C(=O)N4CCCCC4)cc3nn1-2	?	21%	10%	0.1%	-11%
COc1ccc(S(=O)(=O)Nc2ccccc2C(=O)NCc2cccnc2)cc1OC	-6%	1%	-15%	0.3%	3%
O=c1[nH]c(CSc2nnc(COc3ccccc3)n2-c2ccccc2)nc2ccccc12	17%	15%	7%	1.2%	-13%
CC(C(=O)Nc1ccc2c(c1)OCCO2)N1Cc2ccccc2C1=O (configuration not stated)	1%	4%	1%	2.4%	8%
Nc1ccc2c(c1)-c1ccccc1S(=O)(=O)N2	-3%	6%	9%	2.2%	-2%
O=C(Nc1ccon1)c1ccc(Cl)s1	-2%	12%	3%	i	-1%
COCCNc1ncnc2c1[nH]c1ccccc12	1%	-1%	-16%	1.9%	8%
CC1CCCCN1C(=O)c1ccc(C(=O)c2ccccc2)cc1 (configuration not stated)	-3%	6%	-20%	7.8%	·
O=C(Oc1cccc(C(=S)N2CCOCC2)c1)c1ccc([N+](=O)[O-])cc1	0%	35%	13%	0.0%	12%
COc1ccc(C(=O)Nc2ccc3c(c2)OCCO3)cc1S(=O)(=O)N1CCOCC1	2%	14%	-2%	3.5%	·
Cc1cccc(-n2c(SCc3cc(=O)n4ccsc4n3)nc3ccccc32)c1	-3%	5%	8%	6.0%	-3%
Cc1ccsc1C(=O)OCC(=O)NCCCc1ccccc1	-2%	59%	-4%	3.3%	0%
COc1ccc(C(=O)Nc2cccc(-c3nnc(-c4ccco4)o3)c2)cc1	?	21%	10%	7.8%	3%
CC(C(=O)NC1CCCC1)N1C(=O)c2cccc3cccc1c23 (configuration not stated)	-4%	10%	-2%	1.2%	-6%
Cn1c(=O)c(=O)n(C)c2cc([N+](=O)[O-])c(N3CCOCC3)cc21	4%	1%	1%	0.3%	-9%

4 structures out of the list, ordered by count of non-hydrogen atoms, lowest first:
SMILES	H37Rv inhibition	M. tuberculosis	influenza NS1A	VEEV TC-83 Vero	PhoP GFP inhibition	others
O=C(N/N=C/c1ccco1)c1ccncc1	?	·	1%	1.1%	6%
Cc1ccc(NC(=O)C(=O)NCCCN2CCCC2=O)cc1	4%	-5%	10%	1.1%	-4%
CCc1ccc(NC(=O)C(C)n2nc(C)c([N+](=O)[O-])c2C)cc1 (configuration not stated)	?	34%	7%	i	2%
COc1ccc(C(=O)Nc2ccc3c(c2)OCCO3)cc1S(=O)(=O)N1CCOCC1	2%	14%	-2%	3.5%	·

Remaining list, next part
SMILES	H37Rv inhibition	M. tuberculosis	influenza NS1A	VEEV TC-83 Vero	PhoP GFP inhibition	others
NC(=O)c1ccc(N2CCCCC2)c(N2C(=O)C3CC=CCC3C2=O)c1 (configuration not stated)	-8%	-7%	5%	1.0%	-11%
CCN(C(=O)COC(=O)c1ccc2c(c1)OCO2)c1c(N)n(Cc2ccccc2)c(=O)[nH]c1=O	·	·	3%	1.2%	·
O=C(NCC1OCCc2ccccc21)c1ccc(NC(=O)c2cccc(Br)c2)cc1 (configuration not stated)	-3%	29%	2%	0.4%	-14%
CCOc1ccc(N=C2SCCCN2C)cc1	-3%	35%	6%	0.7%	-8%
CC(C)CC(NS(=O)(=O)c1cc(C(=O)O)ccc1Cl)C(=O)O (configuration not stated)	-8%	-6%	-4%	0.7%	-7%
CCOC(=O)CNC(=O)CSc1nc(-c2cccc(C)c2)ns1	?	?	9%	6.0%	2%
COc1ccccc1OCc1ccc(C(=O)Nc2ccccc2F)cc1	7%	25%	-6%	0.2%	-10%

Screening data from PubChem BioAssay.
